# Bioassay records as filed in PubChem.
# LRH-1 inv ag: NR5A2 inverse agonism in reporter assay; inhibition, % at 3.6 µM; AID 602396; O00482; HEK293T StAR-luciferase reporter, LRH-1 transfected, 24 h; 360,000 tested, 0.13% active;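 active means inhibition above the mean inhibition of all tested compounds plus 3 SD, cut at about 73% in these data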;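 further: 0% = DMSO wells and 100% = reporter-only cells lacking LRH-1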
# Granule exo inh: blocks lytic granule exocytosis; 360,000 tested, 0.66% active; TALL-104 LAMP-1 surface exposure, flow cytometry; cells stimulated with thapsigargin and PMA; AID 651702; inhibition, % at 10 µM;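 active means inhibition above about 55%, limit read from the data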
# ABHD5-PLIN5 inh: ABHD5-PLIN5 protein interaction inhibition | 360,000 tested, 0.78% active | inhibition, % at 4 µM | Split G. princeps luciferase complementation, luminescence, 4 h;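 active means inhibition above the mean inhibition across every tested compound plus 3 SD, cut at about 22% in these data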;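 further: 0% = DMSO only wells and the 100% control is not disclosed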
# COUP-TFII inh: NR2F2 (human) inhibition, primary screen. HEK293T NGFI-A luciferase reporter, luminescence. inhibition, % at 8.6 µM. AID 686940. P24468. 370,000 tested, 0.7% active;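 active means inhibition above a per-plate cutoff, mean inhibition of test wells between control levels plus 3 SD, cut at about 38% in these data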;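 further: cells cotransfected with COUP-TFII expression vector driving the NGFI-A reporter; 0% = median of COUP-TF2 test wells and 100% = reporter-only cells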
# TLR9-MyD88 inh: inhibitors of human TLR9-MyD88 binding. inhibition, % at 4.98 µM. AID 504734. CHO BLA complementation TLR9-MyD88, CCF4 FRET ratio. 340,000 tested, 0.21% active;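 active means inhibition above the mean over all tested compounds plus 3 SD, cut at about 21% in these data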;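 further: 0% = DMSO only wells and 100% = clavulanate BLA inhibitor control wells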
# Target sequence (Q99836 whole entry, looked up): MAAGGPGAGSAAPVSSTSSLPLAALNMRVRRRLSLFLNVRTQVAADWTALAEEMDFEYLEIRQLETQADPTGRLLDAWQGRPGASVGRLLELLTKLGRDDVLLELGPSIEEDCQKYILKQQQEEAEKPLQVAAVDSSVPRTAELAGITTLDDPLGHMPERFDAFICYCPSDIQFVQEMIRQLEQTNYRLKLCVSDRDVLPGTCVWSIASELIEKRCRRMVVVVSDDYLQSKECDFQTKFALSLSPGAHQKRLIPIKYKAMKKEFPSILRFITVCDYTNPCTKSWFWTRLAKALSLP
# Target sequence (Q9NR96 whole entry, looked up): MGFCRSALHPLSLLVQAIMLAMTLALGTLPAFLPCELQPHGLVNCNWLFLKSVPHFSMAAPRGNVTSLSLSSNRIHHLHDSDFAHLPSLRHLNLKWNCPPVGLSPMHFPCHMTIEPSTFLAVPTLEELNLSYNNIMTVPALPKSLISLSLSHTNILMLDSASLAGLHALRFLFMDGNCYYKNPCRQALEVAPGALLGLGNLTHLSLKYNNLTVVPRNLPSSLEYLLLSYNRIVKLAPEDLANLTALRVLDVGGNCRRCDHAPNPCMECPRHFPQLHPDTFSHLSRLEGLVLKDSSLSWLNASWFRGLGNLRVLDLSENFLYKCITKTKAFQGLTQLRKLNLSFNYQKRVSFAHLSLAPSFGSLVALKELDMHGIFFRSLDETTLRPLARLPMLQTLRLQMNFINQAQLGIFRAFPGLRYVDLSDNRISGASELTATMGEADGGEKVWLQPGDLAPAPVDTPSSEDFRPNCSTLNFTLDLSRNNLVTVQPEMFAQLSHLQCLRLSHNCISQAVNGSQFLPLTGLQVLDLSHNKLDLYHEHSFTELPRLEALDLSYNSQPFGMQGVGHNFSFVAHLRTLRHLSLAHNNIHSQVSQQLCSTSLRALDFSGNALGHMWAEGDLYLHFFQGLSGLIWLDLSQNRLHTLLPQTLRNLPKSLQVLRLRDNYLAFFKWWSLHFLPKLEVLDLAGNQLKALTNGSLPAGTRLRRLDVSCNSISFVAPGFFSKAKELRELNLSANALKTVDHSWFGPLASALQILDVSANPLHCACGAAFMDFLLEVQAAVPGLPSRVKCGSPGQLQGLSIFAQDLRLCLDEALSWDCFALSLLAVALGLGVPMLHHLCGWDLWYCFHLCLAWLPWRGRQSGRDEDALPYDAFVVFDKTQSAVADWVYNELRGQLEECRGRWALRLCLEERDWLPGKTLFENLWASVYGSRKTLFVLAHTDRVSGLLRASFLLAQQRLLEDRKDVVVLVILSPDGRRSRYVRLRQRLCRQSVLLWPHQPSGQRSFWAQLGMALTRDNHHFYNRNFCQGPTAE
# TWEAK-Fn14 inh: inhibitors of TWEAK-Fn14 interaction signaling | inhibition, % at 10 µM | 360,000 tested, 2% active | TWEAK-stimulated Fn14 reporter cells, luciferase luminescence, 8 h; in the data active means inhibition above about 50%
# NOD2-RIPK2 inh: blocks binding of human NOD2 to RIPK2; 360,000 tested, 0.38% active; inhibition, % at 4.98 µM; O43353; CHO BLA complementation NOD2-RIPK2, CCF4 ratio; in the data active means inhibition above about 21%;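 further: 0% = vehicle only and 100% = reference blocker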
# TROY NFkB inh: blocks TROY-dependent signaling in reporter cells; 360,000 tested, 0.98% active; Q293 LMP1-TROYcd NF-kB luciferase reporter, 4 h; inhibition, % at 10 µM;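 active means compounds whose plate-normalised and pattern-corrected inhibition of the luciferase reporter signal at the single screening dose is 50% or more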
# SRC3 inh: inhibits human SRC3 coactivator; Q9Y6Q9; HEK293 GAL4-SRC3 luciferase reporter, luminescence; inhibition, % at 3.6 µM; 360,000 tested, 0.17% active; AID 588352;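 active means inhibition above a per-campaign cutoff, the mean of all compounds plus 3 SD, cut at about 60% in these data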;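 further: 0% = DMSO-treated cells and 100% = gossypol-treated cells at 36 µM; higher means less SRC3-driven luciferase light from the GAL4 reporter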
# NCOA2 inhibitor: human SRC2 (NCOA2) inhibition; Q15596; HEK293 GAL4-SRC2 luciferase reporter, luminescence; 370,000 tested, 0.17% active; inhibition, % at 9 µM;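 active means inhibition above the mean inhibition of all tested compounds plus 3 SD, set per campaign, cut at about 52% in these data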;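 further: 0% = DMSO treated cells and 100% = cells given Gossypol at 36 µM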
# SRC1 inh: human NCOA1 inhibition | HEK293 GAL4-SRC1 luciferase reporter, luminescence | inhibition, % at 3.6 µM | 360,000 tested, 0.12% active;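 active means inhibition above the campaign mean plus 3 SD, with each screening campaign given its own cutoff, cut at about 60% in these data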;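 further: 0% = DMSO treated cells and 100% = gossypol at 36 µM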
# The depositor's hits bear a star; nt = no result given.
smiles	LRH-1 inv ag	Granule exo inh	ABHD5-PLIN5 inh	COUP-TFII inh	TLR9-MyD88 inh	TWEAK-Fn14 inh	NOD2-RIPK2 inh	TROY NFkB inh	SRC3 inh	NCOA2 inhibitor	SRC1 inh
CCN(Cc1ccccc1)C(=O)CSc1nc(C)cc(C)c1C#N	21	15	7	18	-9	-4	-14	-18	-6	-8	6
COc1ccc(Cn2c(=O)c3[nH]cnc3n(-c3ccc(C)cc3)c2=O)cc1	5	2	1	8	-13	-14	-3	-8	7	-7	-5
C=CCn1c(-c2cccc(OCC)c2)n[nH]c1=S	5	-6	3	3	8	3	-7	4	19	-8	15
Cc1ccc(NS(=O)(=O)c2ccc(C(=O)OCC(=O)NCC3CCCO3)cc2)cc1 (stereo not given)	1	-3	1	-14	-2	-1	-2	3	-6	-4	-10
c1ccc(C2OCCN2c2ccccc2)cc1 (stereo not given)	-9	-2	3	18	-3	4	-1	-10	-7	1	9
COc1ccc(C(C(=O)NC2CCCC2)N(Cc2ccc(F)cc2)C(=O)c2ccn[nH]2)cc1OC (stereo not given)	-11	2	-3	9	3	-13	-11	-34	-10	0	5
Cc1nc2sc(C(c3ccco3)N3CCN(C(c4ccccc4)c4ccccc4)CC3)c(O)n2n1 (stereo not given)	3	0	7	-16	2	24	1	7	11	-3	-3
Cc1ccc(C)c(NC(=O)[C@@H]2CCCN2S(=O)(=O)c2ccccc2F)c1	17	-1	-1	-16	-2	-2	-8	-1	7	-25	-4
c1ccc(-c2nc3ccccc3c3nc4ccccc4n23)cc1	19	-2	1	7	10	-5	-3	-6	15	9	-1
CCOc1ccccc1NC(=O)c1cccc(NC2=NC3CS(=O)(=O)CC3S2)c1 (stereo not given)	5	4	-1	17	0	-13	-28	-12	17	2	3
CC(=O)c1ccc([N+](=O)[O-])c(CS(=O)(=O)c2ccccc2)c1	3	-1	5	-10	-18	9	-2	-4	-26	-18	-6
COc1ccc(-c2cc(C(=O)Nc3c(Cl)cc(Cl)cc3Cl)c3ccccc3n2)cc1OC	-1	-3	0	14	-11	2	-12	-14	8	14	-4
Cn1ccc2c(N3CCCCCC3)cc3c(c21)C1CCC3O1 (stereo not given)	27	9	14	7	nt	-11	1	14	17	2	20
COc1ccc(CSCC(=O)Nc2ccccc2SC)cc1	-9	0	4	10	-17	10	3	-7	17	-16	-5
c1ccc2oc(-c3[nH]ncc3CN3CCSCC3)cc2c1	-6	0	2	13	2	-13	-2	3	15	-10	-4
O=C(CN1CCCc2ccccc21)Nc1cc(S(=O)(=O)N2CCCC2)ccc1Cl	14	2	-8	-23	-2	0	1	3	0	4	-3
CC(C)CNCC(=O)N1c2ccccc2Sc2ccccc21	5	-1	7	-4	-1	1	5	-4	4	-10	8
CCN1C2=NCCCN2c2cc(C)c(C)cc21	5	1	2	17	-6	2	-6	-14	-16	1	-9
COCCn1c(N)c(N(Cc2ccccc2)C(=O)CSCC(=O)Nc2ccc(C)cc2)c(=O)[nH]c1=O	0	1	0	-16	-4	9	12	-5	-2	-13	15
Cc1ccc(C)c(-c2csc(NC(=O)c3cnccn3)n2)c1	-9	-1	-3	-5	-8	-23	-4	-10	-26	-9	3
O=Cc1ccccc1-c1cn(CCCOCc2ccccc2)nn1	-3	9	-6	4	4	-4	4	-8	-16	-10	14
Cc1n[nH]c(=S)n(/N=C/c2ccccn2)c1=O	-17	-1	3	-3	-9	-7	5	13	12	0	-12
CCOC(=O)Cc1csc(NS(=O)(=O)c2cccc([N+](=O)[O-])c2)n1	-6	-4	0	4	2	6	-1	8	-11	1	2
O=C(Nc1cccc(O)c1)C(Cc1ccccc1)N1C(=O)c2cccc3cccc(c23)C1=O (stereo not given)	26	-2	20	16	1	-25	-4	10	16	10	14
O=c1c2c(nc3cc(-c4ccccc4)[nH]n13)CCC2	-129	-5	3	-18	-2	48	-1	-17	-80	-24	-129
CCN(CC(=O)NCc1cccs1)C(=O)c1ccc(NS(=O)(=O)c2ccc(F)cc2)cc1	13	-4	-6	-9	-9	0	-9	6	6	11	-3
CCOc1ccc(N2C(=O)c3ccccc3C2=O)cc1	-16	0	-3	0	3	-14	4	-27	7	-27	-12
Cc1ccc(Nc2nc(-c3c(C)n(C)n(-c4ccccc4)c3=O)c(C)s2)cc1	21	-1	6	-1	6	6	-8	39	-8	4	-2
CC(C)(CNC(=O)c1cccc(F)c1)CNC(=O)c1cccc(F)c1	-6	1	-3	21	0	25	4	7	-10	11	1
COc1ccc(C(=O)CSc2nnc(-c3ccccn3)n2Cc2ccco2)cc1	4	0	8	-6	-2	-8	-2	-1	-12	-10	8
Cc1nn(-c2ccccc2)c(Cl)c1C(=O)Nc1nnc(C2CCCC2)s1	-6	2	-4	11	-1	-4	-2	5	0	-9	-11
CCC(Sc1nncn1C)C(=O)Nc1nnc(-c2ccccc2Cl)s1 (stereo not given)	-22	0	-8	2	-8	-24	1	-24	-12	-25	-19
COC(=O)c1cccc(Oc2nc3c(c(=O)n(C)c(=O)n3C)n2C(C)C)c1	-7	12	0	-4	5	-24	1	6	-3	7	-1
CCc1noc(C)c1C(=O)N(CC)CC(=O)Nc1ccccc1C(F)(F)F	1	-20	2	0	-1	-3	2	14	10	-1	-11
Cc1ccc(-c2nnc(N3CCN(C(=O)CSc4ncn[nH]4)CC3)c3ccccc23)cc1	8	-3	2	26	5	8	-10	5	16	-11	-9
CCN(C(=O)COC(=O)CSc1ccc([N+](=O)[O-])cc1)C1CCS(=O)(=O)C1 (stereo not given)	-8	23	17	9	-19	-8	5	4	-16	-11	-4
CCOc1ccc(N=c2scc(-c3ccc(OC)cc3)n2CCO)cc1	-8	0	0	17	4	38	1	18	-2	-7	13
CCOC(=O)C1CCN(C(=O)CCc2nnc3ccc(NCCCN4CCCC4=O)nn23)CC1	-2	11	-3	-13	-23	-3	6	0	-8	8	-84
CC1(C)CC(CC(=O)NNc2nc(-c3ccccc3)cs2)C(=O)O1 (stereo not given)	-2	13	-5	4	7	-9	-1	-3	2	2	-9
CNC(=O)c1ccccc1Nc1ccc(SC(F)F)cc1	-42	0	-2	-29	6	-10	-10	-14	-5	-13	-21
CCOC(=O)c1cccc(NC(=O)c2cccnc2)c1	8	1	-1	-3	-8	-5	-2	1	4	-6	2
CCCCCCCCCn1cc(C(C)=O)c(=O)[nH]c1=O	-6	-6	-2	0	-3	1	-5	9	3	2	-23
O=C(CSc1ccc(F)cc1)NC12CC3CC(CC(C3)C1)C2	-12	2	-6	-20	-4	-37	0	-49	-12	-12	-29
Cc1occc1C(=O)N(C)Cc1nc(-c2ccc(Cl)cc2)no1	-7	21	4	1	-8	-14	-2	10	1	-28	-4
Cc1nc(CSc2nsc(/C=C/N(C)C)c2C#N)cs1	-4	0	0	-6	-10	23	-8	-21	-3	-1	-8
CCOc1ccc(C2(C)CC(=O)N(C)C2=O)cc1 (stereo not given)	1	-3	3	-6	-6	1	-1	2	-10	10	0
O=S(=O)(c1ccc(Br)s1)N1CCN(c2ccc(F)cc2)CC1	-1	66*	-19	-2	3	1	-8	-8	-7	0	0
COC(=O)c1ccc(O)c(Sc2cc(C(=O)OC)ccc2O)c1	10	3	-4	6	-3	-5	2	5	-12	7	-8
COC(=O)C1CCN(C(=O)Cc2ccc(OC)c(OC)c2)CC1	23	-5	0	-5	-12	-4	2	-5	22	-2	3
O=C(CSC1CC(=O)N(c2ccc(C(=O)O)cc2)C1=O)Nc1ccc(Cl)cc1 (stereo not given)	26	-2	-6	3	2	-7	6	-17	3	15	-15

# 14 entries from above, with values under each structure.
# Order of results – LRH-1 inv ag | Granule exo inh | ABHD5-PLIN5 inh | COUP-TFII inh | TLR9-MyD88 inh | TWEAK-Fn14 inh | NOD2-RIPK2 inh | TROY NFkB inh | SRC3 inh | NCOA2 inhibitor | SRC1 inh
CCN(Cc1ccccc1)C(=O)CSc1nc(C)cc(C)c1C#N
  21 | 15 | 7 | 18 | -9 | -4 | -14 | -18 | -6 | -8 | 6
COc1ccc(Cn2c(=O)c3[nH]cnc3n(-c3ccc(C)cc3)c2=O)cc1
  5 | 2 | 1 | 8 | -13 | -14 | -3 | -8 | 7 | -7 | -5
C=CCn1c(-c2cccc(OCC)c2)n[nH]c1=S
  5 | -6 | 3 | 3 | 8 | 3 | -7 | 4 | 19 | -8 | 15
Cc1ccc(NS(=O)(=O)c2ccc(C(=O)OCC(=O)NCC3CCCO3)cc2)cc1 (stereo not given)
  1 | -3 | 1 | -14 | -2 | -1 | -2 | 3 | -6 | -4 | -10
c1ccc(C2OCCN2c2ccccc2)cc1 (stereo not given)
  -9 | -2 | 3 | 18 | -3 | 4 | -1 | -10 | -7 | 1 | 9
COc1ccc(C(C(=O)NC2CCCC2)N(Cc2ccc(F)cc2)C(=O)c2ccn[nH]2)cc1OC (stereo not given)
  -11 | 2 | -3 | 9 | 3 | -13 | -11 | -34 | -10 | 0 | 5
Cc1nc2sc(C(c3ccco3)N3CCN(C(c4ccccc4)c4ccccc4)CC3)c(O)n2n1 (stereo not given)
  3 | 0 | 7 | -16 | 2 | 24 | 1 | 7 | 11 | -3 | -3
Cc1ccc(C)c(NC(=O)[C@@H]2CCCN2S(=O)(=O)c2ccccc2F)c1
  17 | -1 | -1 | -16 | -2 | -2 | -8 | -1 | 7 | -25 | -4
c1ccc(-c2nc3ccccc3c3nc4ccccc4n23)cc1
  19 | -2 | 1 | 7 | 10 | -5 | -3 | -6 | 15 | 9 | -1
CCOc1ccccc1NC(=O)c1cccc(NC2=NC3CS(=O)(=O)CC3S2)c1 (stereo not given)
  5 | 4 | -1 | 17 | 0 | -13 | -28 | -12 | 17 | 2 | 3
CC(=O)c1ccc([N+](=O)[O-])c(CS(=O)(=O)c2ccccc2)c1
  3 | -1 | 5 | -10 | -18 | 9 | -2 | -4 | -26 | -18 | -6
COc1ccc(-c2cc(C(=O)Nc3c(Cl)cc(Cl)cc3Cl)c3ccccc3n2)cc1OC
  -1 | -3 | 0 | 14 | -11 | 2 | -12 | -14 | 8 | 14 | -4
Cn1ccc2c(N3CCCCCC3)cc3c(c21)C1CCC3O1 (stereo not given)
  27 | 9 | 14 | 7 | nt | -11 | 1 | 14 | 17 | 2 | 20
COc1ccc(CSCC(=O)Nc2ccccc2SC)cc1
  -9 | 0 | 4 | 10 | -17 | 10 | 3 | -7 | 17 | -16 | -5

# (next part)
smiles	LRH-1 inv ag	Granule exo inh	ABHD5-PLIN5 inh	COUP-TFII inh	TLR9-MyD88 inh	TWEAK-Fn14 inh	NOD2-RIPK2 inh	TROY NFkB inh	SRC3 inh	NCOA2 inhibitor	SRC1 inh
O=C(OCc1cc(=O)n2cc(Br)ccc2n1)c1ccc(Cl)c(S(=O)(=O)NCc2ccccc2)c1	-17	3	2	-4	8	21	-5	19	6	-17	-15
O=C(C(=O)N1CCN(c2ccccc2F)CC1)c1ccccc1	-6	-4	0	10	nt	nt	0	nt	nt	19	nt
CCCNc1ncnc2[nH]ncc12	-15	3	2	13	1	-2	-11	4	-19	16	3
O=C(Nc1ccc(Br)cc1)c1cccc(-n2cnnn2)c1	-30	-6	1	-13	-4	-35	-15	-29	-1	-27	-16
Cc1ccc(CCNC(=O)Cc2ccc(NC3=NC4CS(=O)(=O)CC4S3)cc2)cc1 (stereo not given)	-1	0	-2	-5	5	7	-8	4	-2	19	-1

# Only part of the results is shown; count on the stated rates, not on these rows.
